Screening data as filed in PubChem.
Diaph act CS = compounds boosting diaphorase resazurin reduction – biochemical, uHTS, resorufin fluorescence, counter-screen for diaphorase-coupled primary assays, primary screen | Diaphorase/resazurin coupled assay, 16 min; stronger effect = higher value; 1 = vehicle wells, 0 = NADH-free wells | activation factor at 20 µM | hit rate 0.005% among 190,000;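 active = diaphorase activity raised at least twofold by the compound at 20 µM; inactive = activation factor below 2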
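Test system: Clostridium kluyveri diaphorase, purified enzyme; input: enzyme 0.07 U/mL final; buffer or medium: 50 mM HEPES pH 7.4 with 4.542 mM MgCl2, 0.005% Tween 20; also added: 0.114 mM NADH and 0.1 mM resazurin, final amounts; schedule: 16 min enzyme reaction, ambient temperature; technique: fluorescence of resorufin, 544 nm excitation, 590 nm emission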
L major viab = Leishmania major promastigote growth inhibition, primary screen; Leishmania major promastigotes, resazurin fluorescence viability; inhibition, % at 10 µM; hit rate 9% among 200,000; AID 1063, 2008; in the data active = inhibition above about 50%;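 note: promastigotes grown with compound for 44 hours at 28 °C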
bIAP inh = bovine intestinal alkaline phosphatase inhibitors, primary screen, selectivity assay for TNAP inhibitor project, biochemical, bovine IAP, CDP-star luminescence. alkaline phosphatase, intestinal [Bos taurus]. purified bovine IAP, 30 min. inhibition, % at 20 µM. 190,000 tested, under 10 active. AID 1019, 2008;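 active = over 50% inhibition of intestinal alkaline phosphatase at 20 µM in the single-dose screen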
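System: purified bovine intestinal alkaline phosphatase (IAP) enzyme; Input: IAP diluted 1/65,000,000 in the well; Measured by: CDP-star luminescence signal; Compound dosing: 20 µM single dose; Incubation: 30 min reaction at room temperature.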
PMI activator = activators of human PMI, primary screen, biochemical, fluorescence intensity, near-Km mannose 6-phosphate | Mannose-6-phosphate isomerase (Homo sapiens), P34949 | purified human PMI, coupled resazurin fluorescence, 20 min; stronger effect = higher value; 1 = vehicle control, 0 substrate-free wells | activation factor at 20 µM | hit rate 0.005% among 190,000 | AID 1214, 2008;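 active = activation factor of 2 or more at 20 µM, relative to plate controls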
Target sequence (P34949 whole entry, looked up): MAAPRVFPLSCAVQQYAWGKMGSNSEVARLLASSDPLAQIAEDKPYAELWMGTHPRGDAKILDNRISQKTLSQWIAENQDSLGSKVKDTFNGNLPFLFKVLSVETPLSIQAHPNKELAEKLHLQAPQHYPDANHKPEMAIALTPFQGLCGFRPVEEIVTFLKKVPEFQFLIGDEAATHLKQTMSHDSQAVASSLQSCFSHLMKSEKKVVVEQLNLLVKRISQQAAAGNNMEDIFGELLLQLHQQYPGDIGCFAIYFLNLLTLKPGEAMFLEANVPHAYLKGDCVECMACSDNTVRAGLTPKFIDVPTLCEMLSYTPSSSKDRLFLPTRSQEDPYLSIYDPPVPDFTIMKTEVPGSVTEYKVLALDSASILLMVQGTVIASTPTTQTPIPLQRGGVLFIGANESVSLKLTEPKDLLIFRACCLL
TNAP inh hi DEA = human TNAP enzyme inhibitors, primary screen, biochemical, luminescent, high phosphate acceptor level, uHTS; Alkaline phosphatase, tissue-nonspecific isozyme (Homo sapiens), P05186; purified TNAP, CDP-star luminescence, 1 M DEA; inhibition, % at 20 µM; hit rate 0.03% among 200,000; AID 1135, 2008;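 active = over 50% inhibition of tissue-nonspecific alkaline phosphatase at 20 µM in the single-dose screen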;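 note: plate controls were DMSO wells for no effect and EDTA-quenched wells as full inhibition for full effect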
Target sequence (P05186 whole entry, looked up): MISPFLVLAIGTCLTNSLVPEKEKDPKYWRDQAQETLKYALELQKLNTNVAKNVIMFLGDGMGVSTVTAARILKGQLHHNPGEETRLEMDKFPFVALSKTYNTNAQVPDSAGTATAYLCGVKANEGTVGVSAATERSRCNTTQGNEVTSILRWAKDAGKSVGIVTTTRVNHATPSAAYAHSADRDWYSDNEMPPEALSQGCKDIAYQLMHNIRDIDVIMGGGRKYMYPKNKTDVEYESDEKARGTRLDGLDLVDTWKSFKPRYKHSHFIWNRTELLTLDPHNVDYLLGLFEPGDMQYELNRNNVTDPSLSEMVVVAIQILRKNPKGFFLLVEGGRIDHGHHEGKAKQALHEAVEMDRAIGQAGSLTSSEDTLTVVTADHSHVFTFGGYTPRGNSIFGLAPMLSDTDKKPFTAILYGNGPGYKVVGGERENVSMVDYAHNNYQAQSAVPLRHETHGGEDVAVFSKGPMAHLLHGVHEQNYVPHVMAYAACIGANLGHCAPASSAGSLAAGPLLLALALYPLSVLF
TNAP act hiacc = TNAP activators at high phosphate acceptor level, primary screen, biochemical, luminescence, uHTS | 200,000 tested, under 10 active | activation factor at 20 µM | purified TNAP, CDP-star luminescence, 1 M DEA, 30 min; stronger effect = higher value; 0 = EDTA background, 1 = DMSO-only activity | Alkaline phosphatase, tissue-nonspecific isozyme (Homo sapiens), P05186;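 active = activation factor at least 2 at 20 µM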
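Control set: EDTA negative control, DMSO positive control / Assay system: human TNAP / Quantity: TNAP 1/800 final / Evaluation: TNAP activation factor scaled between EDTA and DMSO control wells / Measured by: luminescent substrate turnover signal / Compound dosing: one dose, 20 µM / Times: 30 min enzyme reaction at room temperature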
Diaphorase inh = diaphorase inhibitors and chemical oxidizers, primary screen, counter-screen for diaphorase-coupled primary assays, biochemical, uHTS, resorufin fluorescence. inhibition, % at 20 µM. hit rate 0.69% among 190,000. AID 1217, 2008. diaphorase resazurin-to-resorufin fluorescence, NADH, 16 min; bacterial (C. kluyveri) enzyme, not human;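 active = primary screen inhibition at 20 µM above a set limit, cut at about 50% in these data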;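 note: plate controls were DMSO with full reaction for no effect and wells lacking NADH for full effect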
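Assay system: diaphorase enzyme from Clostridium kluyveri; Input: enzyme working solution with 0.14 U/mL diaphorase; Timing: 16 min at room temperature; Technique: resorufin fluorescence, excitation 544 nm, emission 590 nm; Benchmarks: positive control minus NADH, DMSO neutral control.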
PMI act hi M6P = human PMI activators, high substrate, primary screen, biochemical, fluorescence intensity, near-saturating mannose 6-phosphate; Mannose-6-phosphate isomerase (Homo sapiens), P34949; coupled PMI enzyme assay, resazurin fluorescence, 20 min; stronger effect = higher value; 1 = untreated enzyme, 0 = substrate-free blank; activation factor at 20 µM; hit rate 0.34% among 190,000; AID 1216, 2008;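 active = activation factor of 2 or more at 20 µM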
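Material: human phosphomannose isomerase with PGI, G6PDH, diaphorase coupling enzymes; amount: PMI at 15 ng/mL final; also added: Mannose-6-phosphate 1.0 mM (near-saturating) plus 0.22 mM NADP+; incubation: enzyme reaction with compound 20 min at room temperature; signal: resorufin fluorescence (Ex 544/Em 590 nm) from resazurin via diaphorase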
TNAP inh noacc = human TNAP enzyme inhibitors, primary screen, biochemical, luminescent, no phosphate acceptor, uHTS. Alkaline phosphatase, tissue-nonspecific isozyme (Homo sapiens), P05186. purified TNAP, CDP-star luminescence, 30 min. inhibition, % at 20 µM. hit rate 0.26% among 200,000. AID 1012, 2008;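 active = tissue-nonspecific alkaline phosphatase inhibition above about 50% at 20 µM in the single-dose screen, limit read from the data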;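 note: 0% = DMSO negative control and 100% = EDTA positive control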
bIAP activator = bovine intestinal alkaline phosphatase activators, primary screen, biochemical, bovine IAP, CDP-star luminescence. alkaline phosphatase, intestinal [Bos taurus]. purified bovine IAP, 30 min; stronger effect = higher value; fold of DMSO-control signal, blank-subtracted. activation factor at 20 µM. hit rate 0.17% among 200,000. AID 1016, 2008;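 active = activation factor of 2 or more at 20 µM, a signal rise over negative controls twice the positive control's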
Active calls of the source: *; nt = not tested or not shown.

Results follow in this order: Diaph act CS	L major viab	bIAP inh	PMI activator	TNAP inh hi DEA	TNAP act hiacc	Diaphorase inh	PMI act hi M6P	TNAP inh noacc	bIAP activator
CCCCNC(=S)N(C)/N=C/c1ccccc1F
  0.9	-6	2	0.8	-1	1	11	0.9	1	1
CC(C)CNC(=O)CSc1ccc(Cl)cc1
  0.9	6	7	0.9	-1	1	13	0.9	-7	0.9
O=C(CSc1ccccn1)Nc1cccc(NC(=O)CSc2ccccn2)n1
  1	-2	0	1	-5	1.1	2	1.1	-10	1
O=C(CSc1ncn[nH]1)c1ccc2c(c1)OCCO2
  0.9	-6	6	0.9	-1	1	8	1	-2	0.9
Cc1ccc(C2C(C#N)=C(N)SC(N)=C2C#N)c(C)c1
  0.8	0	-5	1.2	-2	1	17	1	-10	1
O=C(NCc1cccs1)c1ccc(Cl)s1
  0.8	-1	15	0.9	-2	1	15	0.9	-5	0.9
Cc1cc(C(=O)Nc2ccc3c(c2)OCO3)cs1
  0.9	-2	17	0.9	-5	1	14	0.9	-14	0.8
CCc1ccc(C(=O)COC(=O)CNC(=O)CNC(=O)Cc2ccccc2)cc1
  0.9	2	8	1	-3	1	5	1.1	-7	0.9
COC(=O)Nc1sc2c(c1C(N)=O)CCCCCC2
  0.8	5	1	0.6	-2	1	20	0.9	-9	1
CC1=C(C(=O)O)N2C(=O)[C@@H](NC(=O)[C@H](N)c3ccccc3)[C@H]2SC1
  1	nt	16	1.1	-3	1	5	1.1	-56	0.8
Cc1ccc2c3c(cccc13)-c1ccccc1C2=O
  0.8	31	25	0.9	0	1	24	0.9	-5	0.8
CCn1c(SCC(=O)C(C)(C)C)nnc1-c1cnccn1
  0.8	-2	9	1	0	1	16	0.8	-6	0.9
CCn1c(SCc2ccc(C(=O)OC)o2)nc2sc3c(c2c1=O)CCCC3
  0.9	-1	14	0.9	3	1	14	1	-2	0.9
O=C(O)c1nc(N2CCCCC2)ncc1Cl
  0.9	-6	12	0.9	-3	1	11	1	-2	0.9
O=C(Cc1ccccc1[N+](=O)[O-])NCCCN1CCOCC1
  1	0	-2	1.1	-6	1.1	4	1	-18	1
COc1ccc(Nc2cc(C(=O)NCCCN3CCOCC3)c3ccccc3n2)c(OC)c1
  0.9	3	9	0.9	-2	1	10	1	-16	0.9
CC(=O)Nc1ccc(S(=O)(=O)N2CCSC2c2ccco2)cc1 (centres undefined)
  0.8	4	0	0.9	-6	1.1	17	0.8	-7	1
CC(=O)c1sc(NS(=O)(=O)c2ccc(C)cc2)nc1C
  0.9	3	7	1.1	0	1	10	1.1	-6	0.9
CCCCn1c(Oc2ccc(C(=O)OC)cc2)nc2c1c(=O)n(C)c(=O)n2C
  0.9	-8	5	1	-3	1	10	1	-10	0.9
COc1ccc(S(=O)(=O)N(Cc2ccccc2)Cc2nc(-c3ccccc3)no2)cc1
  0.9	12	27	0.9	-4	1	14	0.9	-7	0.7
COc1ccc(C(=O)NNC2=NC(C)(C)Cc3ccccc32)cc1
  1	49	-1	1	0	1	2	1	-19	1
CCCCCCCn1c(C)nnc1-c1cnn(C)c1N
  1	-10	-1	1.1	-4	1	5	1.1	-12	1
CCN1CCCC1CN(Cc1cc2cc(C)cc(C)c2[nH]c1=O)C(=O)Nc1ccccc1OC (centres undefined)
  0.8	nt	-10	1	-4	1	24	0.8	2	1.1
Cc1cc(=O)[nH]c(N/N=C/c2ccc([N+](=O)[O-])cc2)n1
  0.9	12	2	1	2	1	13	1	-4	1
Cc1c(C(=O)O)sc2nc(CSc3nnc(-c4ccc(F)cc4)n3C)[nH]c(=O)c12
  0.9	9	-15	1.4	-2	1	14	1.3	-4	1.2
Cc1ccc([N+](=O)[O-])cc1NC(=S)NC(=O)CC(C)(C)C
  0.8	4	13	0.9	-6	1.1	22	0.9	-13	0.9
CC(C)Cn1c(=O)c2ccccc2n2c(SCC(=O)N3c4ccccc4CC3C)nnc12 (centres undefined)
  1	72*	17	0.8	0	1	2	1	-17	0.8
CCc1cc(C(=O)N/N=C/c2c(C)[nH]c3ccccc23)cs1
  1	1	1	1	-3	1	2	1	-1	1
Cc1cccn2c(=O)c3cc(C(=O)NCc4cccnc4)c(=N)n(C)c3nc12
  0.9	nt	0	1.1	-9	1.1	8	1	-17	1
Fc1ccccc1CN(CCN1CCOCC1)C(=S)Nc1ccccc1Cl
  0.9	-6	-6	0.9	-2	1	13	0.8	-5	1.1
COc1cc2c(cc1OC)C1(CCCC1)CNC2c1ccc([N+](=O)[O-])cc1 (centres undefined)
  1	9	-14	1	-1	1	3	0.9	-1	1.1
CCOC(=O)Cc1nn(CCc2ccccn2)c(=O)c2ccccc12
  0.9	-5	8	1	-6	1.1	12	1	-12	0.9
CCNC(=S)N=Nc1c(O)[nH]c2ccc([N+](=O)[O-])cc12
  0.8	6	-11	1	10	0.9	17	0.8	-112	1.1
S=C(NCCc1ccccc1)N/N=C/c1c(Cl)cccc1Cl
  0.9	-8	-6	0.9	-3	1	11	1	-12	1.1
Cc1ccccc1Cn1ccc(NC(=O)CCSc2nc(-c3ccco3)cc(C(F)(F)F)n2)n1
  0.8	0	5	0.9	-1	1	23	0.9	3	0.9
COc1ccc(NC(=O)COC(=O)C2CCC(C(C)(C)C)CC2)c([N+](=O)[O-])c1 (centres undefined)
  0.8	2	3	0.8	0	1	18	0.9	-10	1
CCOC(=O)c1sc(=S)n(-c2cccc(OC)c2)c1N
  0.8	1	-4	0.4	-5	1.1	18	0.7	-13	1
O=C(COC(=O)c1ccc(F)c(S(=O)(=O)N2CCCCC2)c1)NCc1ccc(F)cc1
  1	-2	9	1	0	1	3	1	-3	0.9
O=C(CN(c1ccc(Br)cc1)S(=O)(=O)c1ccc(Cl)c([N+](=O)[O-])c1)NCCc1ccccc1
  1.2	-5	-7	1	-4	1	-20	1	-8	1.1
COCCOC(=O)C1=C(C)N(Cc2ccccc2)C(=O)NC1c1ccc(OC)cc1 (centres undefined)
  0.9	3	9	1.1	-5	1.1	5	1.1	-24	0.9
O=C(CSCc1ccc(Br)cc1)NC1CC1
  0.9	2	-1	1	0	1	7	1	-5	1
COC(=O)c1cc(=O)n(Cc2ccco2)c(=Nc2ccc(F)c(Cl)c2)s1
  0.8	100*	5	0.9	-8	1.1	17	0.9	23	1
COCCN(C(=O)CCc1ccc(OC)cc1)c1nnc(-c2ccncc2)s1
  0.9	34	5	1.1	-1	1	7	1	-6	0.9
COCCNC(=S)N/N=C1\CC(C)CC(C)(C)C1 (centres undefined)
  1	2	5	1.2	1	1	0	1.1	-28	1
O=C(Cc1ccc(Cl)cc1)Nc1cccc(S(=O)(=O)Nc2ccccc2F)c1
  0.7	69*	2	0.8	-2	1	25	0.9	-14	1
COc1ccc(OC)c(S(=O)(=O)Nc2ccccc2C)c1
  0.8	6	1	0.9	-7	1.1	20	0.9	-11	1
CC(NC(=O)c1ccc(C(C)(C)C)cc1)C(=O)O (centres undefined)
  0.9	-5	0	1	-2	1	8	1	-12	1
COc1ccc(/C=N/NC(=S)SC)cc1OC
  0.5	33	-15	0.9	1	1	50	0.9	-15	1.1
O=S(=O)(NC(=S)NC1CCCCC1)c1cccs1
  1	-1	-18	1	-3	1	1	1.1	-5	1.2
Oc1ccccc1-c1cc(C(F)(F)C(F)F)[nH]n1
  0.8	-6	-17	0.9	0	1	22	0.8	-18	1.2

New compounds follow.
Results follow in this order: Diaph act CS	L major viab	bIAP inh	PMI activator	TNAP inh hi DEA	TNAP act hiacc	Diaphorase inh	PMI act hi M6P	TNAP inh noacc	bIAP activator
COc1cc(NC(=O)c2cc(OC)c(OC)c(OC)c2)c(OC)cc1NC(=O)CN1CCCCC1
  1	9	-2	0.9	-1	1	4	1	2	1
CCOc1ccccc1NC(=O)c1ccc(S(=O)(=O)N2CCOCC2)cc1
  0.9	-1	12	1	-3	1	9	1.1	-17	0.9
COc1ccccc1CNC(=O)C(NC(=O)c1ccc(C)cc1)C(C)C (centres undefined)
  0.9	9	15	1.1	-8	1.1	5	1	-18	0.9
Cc1cc(NC(=O)CO/N=C/c2ccc3c(c2)OCO3)ccc1Br
  0.9	-5	-8	1	-3	1	6	1	-9	1.1
COc1ccc(C(C(=O)NC2CCCCC2)N(Cc2cccs2)C(=O)Cc2c[nH]c3ccccc23)cc1 (centres undefined)
  0.9	49	1	0.9	-9	1.1	12	1	-18	1
Cn1nc(CC(=O)NCc2ccc(C(F)(F)F)cc2)c2ccccc2c1=O
  0.8	10	6	0.9	3	1	16	0.9	-3	0.9
O=C(Nc1ccc(-n2cnnn2)cc1)C1CCCN1C(=O)NC1CCCCC1 (centres undefined)
  0.9	-7	5	1	-3	1	14	0.9	-7	0.9
CCCCCCCCCn1c2c(c(=N)c3c1CCC3)CCCC2
  1.4	100*	-42	1	-16	1.2	-43	1	-19	1.4
COc1cccc(Sc2ccccc2/C=N/NC(N)=O)c1
  0.8	-1	8	1	-6	1.1	15	1	-14	0.9
COc1ccccc1NC(=O)c1cnc(Nc2ccccc2OC)c2ccccc12
  1	95*	1	0.8	-4	1	0	0.9	-4	1

Outcome played no part in choosing rows; about 10% have a hit in one of these screens.
